# N370S GC mod: qHTS Assay for Inhibitors and Activators of N370S glucocerebrosidase as a Potential Chaperone Treatment of Gaucher Disease; Lysosomal acid glucosylceramidase (Homo sapiens), P04062; N370S GC spleen homogenate, 4MU-glucoside fluorescence; Potency, µM (titrated, usually from 59.4 µM), for the others: top-dose activity change, negative = inhibition, actives largely listed as inhibitors; 330,000 tested, 0.092% active; AID 2101, 2009;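 note: 0% = full enzyme activity and -100% = no enzyme basal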
# FEN1 inh: qHTS Assay for the Inhibitors of Human Flap endonuclease 1 (FEN1). Recombinant FEN1 flap cleavage, fluorescence, 15 min. P39748. Potency, µM (top dose mostly 114 µM), for the others: at the highest dose activity change, negative = inhibition, usual class: inhibitors. 390,000 tested, 0.35% active; note: nearly all actives have a fitted effect of over 65% in size
# Target sequence (P39748 whole entry, looked up): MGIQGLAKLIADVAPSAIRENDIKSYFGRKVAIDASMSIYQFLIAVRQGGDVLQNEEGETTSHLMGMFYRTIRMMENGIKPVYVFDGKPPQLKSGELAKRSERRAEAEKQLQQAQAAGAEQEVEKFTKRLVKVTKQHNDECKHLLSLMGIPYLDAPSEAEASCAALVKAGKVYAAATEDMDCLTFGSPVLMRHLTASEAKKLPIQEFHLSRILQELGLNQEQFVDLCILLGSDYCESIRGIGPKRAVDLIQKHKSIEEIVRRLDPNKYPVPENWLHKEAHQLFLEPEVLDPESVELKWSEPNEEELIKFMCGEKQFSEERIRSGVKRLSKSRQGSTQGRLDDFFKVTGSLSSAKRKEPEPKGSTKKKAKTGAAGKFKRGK
#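 Compounds are tested as a concentration series against 10 nM FEN1; after a 15 min room-temperature preincubation, 50 nM substrate starts cleavage, with plate reads at 0 and 15 min. Normalized responses are fitted by a Hill equation.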
# GCN5L2 inh: qHTS Assay for Inhibitors of GCN5L2; GCN5L2 HAT assay, ThioGlo1 CoA-SH fluorescence; Potency, µM (highest dose often 58.9 µM), inactives show at the top dose activity change, negative = inhibition, usual class: inhibitors; 390,000 tested, 0.21% active; AID 504327, 2011
#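 GCN5L2 (20 nM) in 50mM HEPES pH 7.5, 0.1mM EDTA, 0.01% Tween-20 preincubated 15 min with compounds at room temperature. Reaction started with H3(1-25) 75uM, acetyl-CoA 70uM, ThioGlo1 50uM; CoA-thiol fluorescence (Ex340/Em540) read at 0 and 20 min.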
# * marks the source's active call; other numbers are inactive results; ? = inconclusive; . = not tested or not shown; & = joins results of further samples; [ ] = another dose, or the depositor's remark. Calls come from the whole dose curve; as a rule, active = well fitted curve in the direction sought with a large enough effect; inconclusive = small, poorly fitted or top-dose-only effect, or another doubt; inactive = no such curve, though single readings can be large; an effect the other way counts as inactive or inconclusive. Unless noted, % is set by controls: 0 for no effect and ±100 for the full control effect; potency is the fitted concentration of half-maximal effect.
# Start of the data: the first 15 entries (preview)
structure	N370S GC mod	FEN1 inh	GCN5L2 inh
COC(=O)N1[C@H](C)C=C[C@]1(Cc1ccccc1)C(=O)OC	11%	5%	.
CCOc1ccc(NC(=O)c2c(NCc3cccs3)sc3c2CCCCC3)cc1	.	-22%	-3%
N/C(=N\OC(=O)COc1ccc2ccccc2c1Br)c1ccccn1	13%	-18%	-9%
C=CCn1c(SCC(=O)NCC)nnc1-c1cc2c(s1)CCC(CC)C2 (stereo not given)	-7%	4%	2%
COC(=O)C1=C(N)N(c2ccc(F)cc2)C2=C(C(=O)CCC2)C1c1ccc2c(c1)OCO2 (stereo not given)	21%	-2%	-16%
NNC(=O)COc1cccc(C(F)(F)F)c1	3%	1%	-6%
FC(F)(F)c1nc(=S)c2ccccc2[nH]1	0%	17%	?
Cc1cc(/C=C(\C#N)C(=O)OCC(=O)NC(=O)NC(C)(C)C)c(C)n1CCC(C)C	6%	-8%	-11%
Cc1cccc(Nc2nc(-c3ccccn3)cs2)n1	-1%	-3%	-7%
CC(=O)Nc1cccc(C2=CC(c3ccco3)n3ncnc3N2)c1 (stereo not given)	6%	.	-4%
OCCC1CN(Cc2cc3c(cc2Cl)OCO3)CCN1C1CCCCC1 (stereo not given)	-8%	5%	2%
O=C(Nc1cccnc1)c1cc(S(=O)(=O)N2CCOCC2)ccc1Br	-15%	0%	-3%
O=C(NC1CCCCCC1)C1CCN(C(=O)N2CCOc3ccccc32)CC1	.	18%	0%
O=C(CC1S/C(=N/N=C/c2cccs2)NC1=O)Nc1ccc(Cl)cc1 (stereo not given)	-7%	1%	-5%
Cc1ccccc1CN1CCC(CNc2ncnc3onc(-c4ccc(Cl)cc4)c23)CC1	.	7%	5%

# This part in full, previewed entries included:
structure	N370S GC mod	FEN1 inh	GCN5L2 inh
COC(=O)N1[C@H](C)C=C[C@]1(Cc1ccccc1)C(=O)OC	11%	5%	.
CCOc1ccc(NC(=O)c2c(NCc3cccs3)sc3c2CCCCC3)cc1	.	-22%	-3%
N/C(=N\OC(=O)COc1ccc2ccccc2c1Br)c1ccccn1	13%	-18%	-9%
C=CCn1c(SCC(=O)NCC)nnc1-c1cc2c(s1)CCC(CC)C2 (stereo not given)	-7%	4%	2%
COC(=O)C1=C(N)N(c2ccc(F)cc2)C2=C(C(=O)CCC2)C1c1ccc2c(c1)OCO2 (stereo not given)	21%	-2%	-16%
NNC(=O)COc1cccc(C(F)(F)F)c1	3%	1%	-6%
FC(F)(F)c1nc(=S)c2ccccc2[nH]1	0%	17%	?
Cc1cc(/C=C(\C#N)C(=O)OCC(=O)NC(=O)NC(C)(C)C)c(C)n1CCC(C)C	6%	-8%	-11%
Cc1cccc(Nc2nc(-c3ccccn3)cs2)n1	-1%	-3%	-7%
CC(=O)Nc1cccc(C2=CC(c3ccco3)n3ncnc3N2)c1 (stereo not given)	6%	.	-4%
OCCC1CN(Cc2cc3c(cc2Cl)OCO3)CCN1C1CCCCC1 (stereo not given)	-8%	5%	2%
O=C(Nc1cccnc1)c1cc(S(=O)(=O)N2CCOCC2)ccc1Br	-15%	0%	-3%
O=C(NC1CCCCCC1)C1CCN(C(=O)N2CCOc3ccccc32)CC1	.	18%	0%
O=C(CC1S/C(=N/N=C/c2cccs2)NC1=O)Nc1ccc(Cl)cc1 (stereo not given)	-7%	1%	-5%
Cc1ccccc1CN1CCC(CNc2ncnc3onc(-c4ccc(Cl)cc4)c23)CC1	.	7%	5%
Cc1cccc(NC(=O)N2CCc3c(sc4c3CCCC4)C2c2ccc(F)cc2)c1 (stereo not given)	.	-6%	-3%
Cc1cccc(Oc2nc(-c3ccccc3)cc(C)c2S(C)(=O)=O)c1C	-2%	-14%	-8%
COc1cccc(NS(=O)(=O)c2ccc3c(c2)n(C)c(=O)c(=O)n3C)c1	19%	-15%	-2%
CCOc1ccc(C2C(C(N)=O)=C(C)Nc3ncnn32)cc1OC (stereo not given)	-6%	-15%	3%
CCOC(=O)c1c(NC(=O)/C=C/c2ccc(C)cc2)sc(C(C)=O)c1C	.	8%	-6%
CCOC(=O)c1cc(OC(=O)c2ccc(OC)c(OC)c2)n(-c2ccccc2)n1	.	-8%	-1%
O=C(Cn1nnc(-c2ccc(N3CCOCC3)cc2)n1)N1CCOCC1	-17%	-6%	0%
COc1cc2ncc(S(=O)(=O)c3ccccc3)c(N3CCC4(CC3)OCCO4)c2cc1OC	13%	-23%	-3%
COc1ccc(-c2nn(-c3ccccc3)cc2/C=N/Nc2ccccn2)cc1	-5%	.	-8%
COc1cc(C)c(NC(=S)Nc2cccc(Cl)c2C)cc1OC	2%	4%	17%
Cn1ncc(Br)c1C(=O)N1CCCCCC1	1%	2%	-23%
CCOC(=O)Cc1ncccc1C(=O)Nc1ccc(OC(F)(F)F)cc1	19%	8%	-15%
CCCN1Cc2cccc(C(=O)Nc3ccccc3C(=O)OC)c2C1=O	.	11%	-4%
CCCCC(=O)Nc1c(C(=O)N2CCN(c3ccccc3)CC2)oc2ccccc12	.	-16%	1%
CCOC(=O)C1CCN(C(=O)CSc2cc(=O)n(CC)c3ccccc23)CC1	2%	-1%	0%
CC1CCCC(NC(=O)C2CCN(S(=O)(=O)N3CCC4(CC3)OCCO4)CC2)C1C (stereo not given)	1%	0%	-4%
NC(CCC(=O)NCS(=O)(=O)O)C(=O)O (stereo not given)	-4%&3%	.	56%[activator]
O=c1cc(-c2ccccc2Cl)oc2c([N+](=O)[O-])ccc(O)c12	10%[89.1 µM]	.	8%[88.6 µM]
CS(=O)(=O)N1CCN(C(=O)Cc2ccc([N+](=O)[O-])cc2)CC1	-11%	12%	-6%
Cc1ccc(NC(=O)c2ccc3c(c2)OCO3)cc1Cl	5%	-12%	1%
Cc1cc(C)cc(N2CCn3c2nc2c3c(=O)n(CCc3ccccc3)c(=O)n2C)c1	.	16%	-14%
COC(=O)c1ccc(Nc2cc(C)nc(-c3ccccc3O)n2)cc1	3%	4%	-10%
COc1ccc(C2=CC(=O)C[C@H](c3ccc4c(c3)OCO4)C2)cc1	.	7%	-7%
COCCNC(=O)C1CCCN(S(=O)(=O)c2ccc3c(ccn3C)c2)C1 (stereo not given)	.	-2%	-3%
Cn1c(=O)n(C)c2cc(NC(=O)CSc3nc4ccccc4c(=O)[nH]3)ccc21	-1%	?	-1%
CCCC(C(=O)NC(C)(C)C)N(C(=O)c1snc(C(N)=O)c1N)c1ccc2c(c1)OCCO2 (stereo not given)	-2%	12%	-1%
O=C(CC(c1ccccc1)c1ccccc1O)NCCc1ccccc1 (stereo not given)	-3%	-7%	-2%
O=S(=O)(NCc1c(Cl)cccc1Oc1ccccc1)c1ccccc1	27%	-23%	4%
COc1ccc(C2=NCCn3c2c2ccc(C(F)(F)F)cc2[n+]3[O-])cc1	-23%	-9%	-4%
CCc1cc(Br)ccc1NC(=S)NCCc1ccccc1	-11%	-5%	-8%
O=C(O)CC(Cc1ccc(Cl)cc1)C(=O)NCc1ccccc1 (stereo not given)	-2%	-1%	9%
COc1cc(C2CC(=O)N(CC(=O)NCC3CCCO3)c3ccccc3S2)cc(OC)c1OC (stereo not given)	4%	-8%	-3%
O=C(CCC(=O)N1CCOc2ccccc21)Nc1ccccc1Cl	-12%	-2%	-9%
O=C(COC(=O)c1ccc(-c2nnc(-c3ccccc3)o2)cc1)c1ccccc1	2%	10%	2%
Cc1ccc2[nH]c(=O)c(C(c3nnnn3Cc3ccccc3)N3CCc4ccccc43)cc2c1 (stereo not given)	18%	?	-19%
COc1ccc(NC(=O)C2CCCN2S(=O)(=O)c2ccc3c(c2)CC(C)N3C(C)=O)cc1OC (stereo not given)	2%	5%	0%
CCc1sc(C(=O)Nc2nc(C)cs2)cc1C	-10%	0%	-8%
O=c1c2ccccc2nc2ccc(NCc3cccs3)nn12	-10%	-12%	-6%
O=S(=O)(Nc1c(F)cccc1F)c1ccc(Cl)nc1	-2%	-9%	-10%
Cc1nn(C)c(Cl)c1CN1CCCC(CCC(=O)NCc2ccccc2F)C1 (stereo not given)	-12%	-12%	36%[activator]
C#CC(C)(CC)NC(=O)Cn1nnc(-c2ccc(OCc3ccccc3F)cc2)n1 (stereo not given)	.	-7%	-3%
COc1cc(S(=O)(=O)N2CCOCC2)ccc1NC(=O)COC(=O)c1cc(OC)c(OC)c(OC)c1	.	-8%	-2%
O=C(NN1C(=O)c2ccccc2NC1c1ccc([N+](=O)[O-])o1)c1ccc(Br)cc1 (stereo not given)	5%	-6%	-11%
CCCC1OC23CCCCC2C(C#N)(C#N)C1(C#N)C(=N)O3 (stereo not given)	?	-6%	-3%
Cn1cc(/C=C(\NC(=O)c2ccccc2)C(=O)N2CCOCC2)c2ccccc21	-4%	4%	-9%

# (list continues)
structure	N370S GC mod	FEN1 inh	GCN5L2 inh
CCc1sc(C(=O)NC)cc1Br	3%	-1%	.
CCC(C)NC(=O)C1CCN(S(=O)(=O)c2ccc3[nH]c(=O)ccc3c2)CC1 (stereo not given)	-1%	19%	-8%
Cc1ccc(S(=O)(=O)NNC(=O)c2sc(NS(=O)(=O)c3ccccc3)nc2C)cc1	-5%	10%	-3%
OCc1ccccc1OCCOc1ccc(Cl)c2cccnc12	4%	-16%	-2%
CC(C)(C)C(=O)Nc1ccccc1C(=O)NCCCn1ccnc1	2%	2%	-1%
CN(C)S(=O)(=O)c1cccc(NC(=O)c2cc(=O)[nH]c3ccccc23)c1	0%	-1%	-8%
COc1cccc2sc(/N=C/N(C)C)nc12	-1%	-11%	-5%
CC(=O)c1ccccc1OC(=O)c1c(F)cccc1F	13%	1%	0%
NS(=O)(=O)c1ccc(CCNC(=O)CSc2ccc(Cl)cc2Cl)cc1	10%	-4%	3%
CC(C)CCNC(=O)C(=O)Nc1ccccc1	-12%	-5%	-5%
Cn1c(=O)n(C)c2cc([N+](=O)[O-])c(N3CCN(C(=O)c4ccc(Cl)cc4)CC3)cc21	1%	8%	-10%
COc1ccc(S(=O)(=O)N2CCCN(CC(=O)C(C)(C)C)CC2)cc1	6%	3%	-4%
Cc1coc2c1c(C)cc1oc(=O)c(CC(=O)NCC(=O)N[C@H](C(=O)O)C(C)C)c(C)c12	29%	-21%	-14%
O=S(=O)(c1ccccc1)N1CCN(S(=O)(=O)N2CCCCC2)CC1	9%	1%	1%
O=C1C=C(N2CCCCCC2)C(=O)N1c1ccc(Cl)cc1	?	3%	0%
COc1cc(C=O)ccc1OC(=O)c1ccncc1	6%	-2%	-10%
COC(=O)c1c(C)sc(-c2c(-c3cccc(OC)c3)[nH]c3c2c(=O)[nH]c(=O)n3C)c1O	.	0%	-12%
CCCCC(=O)NNC(=S)NC(=O)CCC	-16%	10%	-1%
O=S(=O)(c1c(F)cccc1F)C1CCN(S(=O)(=O)c2ccc3c(c2)OCCO3)CC1	.	4%	0%
COc1ccc(-c2ccc3oc(-c4ccsc4)cc(=O)c3c2)cc1F	.	4%	-5%
O=C(CNS(=O)(=O)c1ccccc1)N/N=C\c1ccc(Cl)cc1	3%	-1%	4%
Cc1cccc(NC(=O)CSc2nc(-c3cccs3)nc3cc(=O)[nH]n23)c1	.	-15%	2%
O=C(/C=C/c1ccc2c(c1)OCO2)NCc1ccncc1	-5%	1%	0%
OCC[C@@H]1C[C@@H](O)[C@H](O)[C@]2(CCc3ccccc3O2)O1	2%	-12%	2%
COc1ccc(S(=O)(=O)N2CCCCCC2)cc1C(=O)OCc1c(C)noc1C	11%	-15%	-6%
CC(C)[N+]1(C)[C@@H]2CC[C@H]1CC(OC(=O)[C@@H](CO)c1ccccc1)C2 (stereo not given in full)	2%	.	-2%[21.4 µM]
Cc1nc2ccc(C(=O)N/N=C/c3cc([N+](=O)[O-])ccc3O)cc2[nH]1	-10%	-35%	-20%
Cc1ccc(N2C(=O)C3C(c4ccccc4)N4CCCN4C3(C)C2=O)cc1 (stereo not given)	20%	-1%	1%
CC1CCN(C(=O)c2ccc(COc3ccccc3Cl)o2)CC1	24%	-5%	-6%
COc1ccccc1NC(=O)C1CCCN(S(=O)(=O)c2ccc3[nH]c(=O)ccc3c2)C1 (stereo not given)	-15%	17%	3%
Cc1cc(Nc2ccc(Cl)cc2)nc(NCc2ccccc2)n1	22µM*	?	-8%

# Only part of the results is shown. The share of hits here may be higher or lower than overall.
